hDAT+cocaine: modulates human dopamine transporter uptake under cocaine | LLC-PK1 hDAT cells, [14C]-dopamine uptake with cocaine IC80; actives deviate in either direction | 110,000 compounds, 1.3% hits | B-score at 10 µM;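 active = Z score or B-score, a plate-position-corrected score, falls beyond the plate's 99.7% confidence bounds, in either direction; inactive = both scores lie inside the 99.7% bounds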;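 also: scored against the spread of the other compound wells on the same plate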
CYP2C19 inhib: blocks human cytochrome P450 2C19 | inhibition, % at 5 µM | 96,000 compounds, 21% hits | CYP2C19 Supersomes, luciferin-H EGE luminescence, 30 min | P33261;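 active = CYP2C19 inhibition above a set limit at 5 µM in the primary screen, cut at about 50% in these data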;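 also: plate controls were negative control wells for no effect and 2.5 mM tranylcypromine positive control for full effect; values of inactives mirror those of a sister screen read the other way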
Target sequence (P33261 whole entry, looked up): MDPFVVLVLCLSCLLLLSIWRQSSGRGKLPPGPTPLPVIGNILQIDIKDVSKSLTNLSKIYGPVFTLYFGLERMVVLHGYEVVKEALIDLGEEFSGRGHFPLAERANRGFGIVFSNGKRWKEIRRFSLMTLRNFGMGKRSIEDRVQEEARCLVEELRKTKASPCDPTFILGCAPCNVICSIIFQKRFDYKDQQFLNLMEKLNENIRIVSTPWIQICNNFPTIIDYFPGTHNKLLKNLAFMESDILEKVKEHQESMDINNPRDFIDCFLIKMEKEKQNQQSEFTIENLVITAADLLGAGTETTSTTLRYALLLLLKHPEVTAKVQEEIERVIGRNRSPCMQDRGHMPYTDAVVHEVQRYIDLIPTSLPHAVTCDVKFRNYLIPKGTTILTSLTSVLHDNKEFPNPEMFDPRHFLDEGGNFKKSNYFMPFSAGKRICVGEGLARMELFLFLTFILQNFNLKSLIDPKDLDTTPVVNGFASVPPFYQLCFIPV
CYP2C9 inh: blocks human cytochrome P450 2C9; P11712; CYP2C9 Supersomes, luciferin-H conversion, luminescence; inhibition, % at 5 µM; 96,000 compounds, 20% hits; AID 777;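 active = blocking of liver enzyme CYP2C9 beyond about 50% at 5 µM, limit read from the data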; also: values of inactives mirror those of a sister screen read the other way
Target sequence (P11712 whole entry, looked up): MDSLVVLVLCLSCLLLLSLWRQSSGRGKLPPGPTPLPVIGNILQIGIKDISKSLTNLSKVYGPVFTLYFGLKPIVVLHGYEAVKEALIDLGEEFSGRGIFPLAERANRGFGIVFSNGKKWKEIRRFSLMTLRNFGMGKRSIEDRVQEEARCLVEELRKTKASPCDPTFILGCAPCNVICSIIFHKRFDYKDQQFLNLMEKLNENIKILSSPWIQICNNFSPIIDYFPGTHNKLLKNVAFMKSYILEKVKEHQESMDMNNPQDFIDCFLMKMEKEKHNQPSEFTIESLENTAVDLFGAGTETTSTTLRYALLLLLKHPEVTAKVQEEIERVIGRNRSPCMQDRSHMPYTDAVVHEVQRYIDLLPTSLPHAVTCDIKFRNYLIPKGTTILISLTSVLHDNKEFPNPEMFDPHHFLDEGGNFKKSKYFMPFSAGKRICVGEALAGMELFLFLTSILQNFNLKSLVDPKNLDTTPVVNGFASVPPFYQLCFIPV
CYP2C9 act: activators of human CYP2C9; P11712; recombinant CYP2C9, luciferin-H conversion, luminescence; active compounds read high; factor 1 = untreated enzyme, 0 = blocked; activation factor at 5 µM; 96,000 compounds, 1.4% hits;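 active = activation factor of 2 or more for CYP2C9 at a 5 µM dose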;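 also: 0 = sulfaphenazole-blocked wells and 1 = vehicle-only wells; values of inactives mirror those of a sister screen read the other way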
Calb biofilm kill: kills Candida albicans biofilms | C. albicans biofilm + clotrimazole, Alamar Blue | inhibition, % at 6 µM | 85,000 compounds, 0.14% hits;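 active = inhibition above 20%; inactive = inhibition below 20%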;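 also: preformed 24 hr biofilms exposed to compound for 48 hr; 0% = biofilm without compound and 100% = blank killed by clotrimazole plus chlorhexidine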
TNFa cytotox: HUVEC cytotoxicity counter-screen, TNF alpha stimulated | cell count reduction, % at 2 µM | 93,000 compounds, 0.17% hits | AID 848 | HUVEC TNFalpha-stimulated, Hoechst cell count, imaging;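 active = cell count reduction exceeding the screen mean by over 5 SD, scaled to untreated wells per plate, cut at about 78% in these data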;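 also: cells counted after 24 h of TNF alpha exposure following the 1 h pretreatment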
CYP2C19 activ: activators of human cytochrome P450 2C19. P33261. recombinant CYP2C19, luciferin-H EGE luminescence; active compounds read high; 0 = fully inhibited enzyme, 1 = untreated enzyme. activation factor at 5 µM. 96,000 tested, under 10 active. AID 1025;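 active = activation factor of at least 2 at 5 µM in the primary screen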;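 also: 0 = wells with 2.5 mM tranylcypromine and 1 = vehicle-only wells; values of inactives mirror those of a sister screen read the other way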
VCAM1 TNFa inh: reduces TNF alpha induced VCAM1 expression in HUVEC; HUVEC TNFa-induced VCAM-1 immunofluorescence, high-content imaging; inhibition, % at 2 µM; 95,000 compounds, 0.48% hits; AID 802;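 active = inhibition above the batch mean plus 3 SD, with images confirmed as a hit by eye, cut at about 37% in these data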;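 also: 0% = TNF-stimulated DMSO wells and 100% = unstimulated control wells; not every result past the cut was called active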
HUVEC tox IL1B: toxic to HUVEC cells under IL-1B stimulation. HUVEC cell count loss, Hoechst imaging, IL-1B stimulated. 94,000 compounds, 0.41% hits. cell count reduction, % at 2 µM;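 active = cell count reduction more than 3 SD above the screen-wide mean, cut at about 70% in these data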;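 also: normalized per plate to untreated control cells as the no-loss baseline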
The depositor's hits bear a star; . = no result given.

SMILES	hDAT+cocaine	CYP2C19 inhib	CYP2C9 inh	CYP2C9 act	Calb biofilm kill	TNFa cytotox	CYP2C19 activ	VCAM1 TNFa inh	HUVEC tox IL1B
CCNC(=O)C(Sc1ccccc1)c1ccccc1 (stereo unspecified)	-1.5	.	.	.	5	4	.	6	0
O=C(c1ccncc1)N(Cc1ccccc1)Cc1nc2ccccc2c(=O)[nH]1	-1	56*	93*	0.1	9	.	0.4	.	.
CCOC(=O)c1ccccc1NC(=O)COC(=O)c1ccc(C)c(S(=O)(=O)N2CCOCC2)c1	-1	19	61*	0.4	3	.	0.8	.	.
COCCN(C(=O)Cn1nnc2ccccc21)C(C(=O)NC1CCCC1)c1cccc(OC)c1OC (stereo unspecified)	1.1	7	16	0.8	7	-26	0.9	2	-12
CCn1c2ccccc2c2nnc(SCC(=O)N3CC(C)OC(C)C3)nc21 (stereo unspecified)	-8.8*	22	-33	1.3	1	-8	0.8	-23	4
CCSc1nc(=S)n(-c2ccccc2)c(C)c1C(C)=O	-0.49	26	34	0.7	2	-62	0.7	10	-1
C=CCNS(=O)(=O)c1ccc(OC)c(C)c1	-0.029	30	-171	2.7*	1	-5	0.7	4	-11
O=[N+]([O-])c1ccc(Oc2c(F)c(F)nc(N3CCCC3)c2F)cc1	.	40	5	1	.	-16	0.6	0	2
CC(C(=O)OCC(=O)Nc1ncc(Cl)cc1Cl)N1C(=O)c2ccccc2C1=O (stereo unspecified)	0.34	9	5	0.9	7	-23	0.9	-3	-15
COc1ccc(/C(O)=C2/C(=O)C(=O)N(CCCN(C)C)C2c2ccc(C)o2)cc1Cl (stereo unspecified)	-0.45	2	33	0.7	-2	0	1	8	11
Cc1cc(C)n2nc(CCc3nc4nc(C)cc(C)n4n3)nc2n1	.	-14	-14	1.1	7	.	1.1	.	.
CCCNC(=O)NCCc1ccncc1	2.3	33	39	0.6	3	-31	0.7	-1	-100
Cc1ccccc1N/N=C1\CCCNC1=O	0.05	25	27	0.7	.	-19	0.8	-20	9
COC(=O)C(NC(=O)c1ccccc1)(Nc1cc(C)cc(C)n1)C(F)(F)F (stereo unspecified)	0.74	.	.	.	6	-9	.	14	-30
Cc1ccccc1Cn1c(=N)n(CC(=O)c2ccco2)c2ccccc21	0.31	3	0	1	4	76	1	14	-2
CCCCCNC(=O)c1ccccc1SC	-0.072	59*	-29	1.3	7	4	0.4	-1	2
O=C1CN(C(=O)c2cnccn2)c2ccccc2N1	0.013	3	5	1	5	-22	1	26	-5
COc1cccc(CNC(=O)C2CCN(S(=O)(=O)N3CC(C)CC(C)C3)CC2)c1 (stereo unspecified)	0.064	15	10	0.9	5	-14	0.8	-18	4
CC(NC(=O)Nc1nccs1)(C(F)(F)F)C(F)(F)F	0.076	15	-9	1.1	6	.	0.9	10	10
CC(C)(C)c1ccc(OCC(=O)NNC(=O)CCc2ccccc2)cc1	.	-1	-13	1.1	.	-4	1	2	-48
CCOc1cc(S(=O)(=O)NCc2ccc(OC)cc2)c(OCC)cc1-n1cnnn1	-0.77	31	85*	0.1	-2	-8	0.7	18	-26
COc1cccc(/C(O)=C2/C(=O)C(=O)N(Cc3cccnc3)C2c2ccco2)c1 (stereo unspecified)	-0.045	14	89*	0.1	5	10	0.9	4	-37
CCOC(=O)C1CCCCN1Cc1ccc(OC)c(OC)c1OC (stereo unspecified)	-0.0025	58*	30	0.7	12	.	0.4	.	.
O=c1/c(=C/c2ccccn2)sc2n1CN(c1ccccc1)CN=2	-0.35	9	31	0.7	.	-61	0.9	-44	-32
COC(=O)CCN(C(C)=O)c1ccc(N)cc1	0.016	-3	-7	1.1	8	2	1	8	-5
O=C(Cn1c(=O)n(Cc2ccco2)c(=O)c2ccccc21)Nc1cccc(Cl)c1	-1.3	-20	22	0.8	9	.	1.2	.	.
Cc1ccc2oc(=O)n(Cc3ccccc3OC(C)C)c2c1	-1	86*	85*	0.1	4	-23	0.1	7	2
Cc1cc(C(=O)N2CCN(c3ncccn3)CC2)cs1	-0.21	78*	40	0.6	8	-36	0.2	1	-18
CCc1ccc(NC(=O)C2CCCCC2C(=O)O)cc1 (stereo unspecified)	-0.1	41	15	0.8	8	-2	0.6	9	.
COC(=O)c1cc(Cc2ccc(N)c(C(=O)OC)c2)ccc1N	0.4	32	28	0.7	4	-15	0.7	-2	-15
CN1C(=O)N(C)C(NC(=O)Nc2ccccc2)C1NC(=O)Nc1ccccc1 (stereo unspecified)	0.29	8	35	0.7	7	-16	0.9	1	-4
COc1ccc(C(=O)Nc2ccccn2)cc1	0.019	.	.	.	11	-5	.	26	-7
CC(C)(C)OC(=O)N1CCCC1C(=O)NCCc1ccccc1 (stereo unspecified)	-0.88	14	-3	1	2	-22	0.9	-57	-8
O=C(O)c1cc(NCc2ccc(F)cc2)ccc1N1CCOCC1	0.1	-1	-28	1.3	-2	-1	1	-8	-15
Clc1cc(Cl)cc(Nc2ncn[nH]2)c1	0.62	50*	4	1	.	-6	0.5	12	-32
COC(=O)c1cc(COC(=O)c2cccnc2SC)oc1C	-0.41	12	0	1	5	4	0.9	16	-22
COc1cc(-c2nn3c(-c4cccnc4)nnc3s2)cc(OC)c1OC	1.2	66*	40	0.6	5	-18	0.3	11	-2
CCOc1ccc(N(CC(=O)NCc2ccccc2OC)S(C)(=O)=O)cc1	1	21	14	0.9	.	-11	0.8	13	-64
O=C(CN1C2=NCCCN2c2ccccc21)c1ccc2c(c1)OCO2	1.1	8	-4	1	2	5	0.9	-2	-37
Cc1nn(Cc2ccc(Cl)cc2Cl)c(Cl)c1/C=C/C(=O)OCC(=O)NCC(F)(F)F	-0.73	22	42	0.6	7	-47	0.8	-1	-9
Cc1cc(NC(=O)CSc2nnc(C3CC3)n2N)no1	-0.88	-8	-19	1.2	4	-14	1.1	0	-9
COc1cc(CNC2CCCCCC2)cc(OC)c1O	-0.35	-3	-4	1	9	-17	1	4	-1
Cc1cc(C(=O)COC(=O)CCC(=O)c2ccc3c(c2)OCCO3)c(C)n1Cc1ccco1	0.39	67*	68*	0.3	12	-27	0.3	-5	-32
COC(=O)c1ccccc1NC(=O)Cn1cnc2cc(C)c(C)cc21	0.46	42	16	0.8	3	-6	0.6	11	8
COc1ccc(OC)c(N=c2oc3c(OC)cccc3cc2C(=O)NCc2ccco2)c1	0.78	45	50*	0.5	4	.	0.6	.	.
CC(C)OC(=O)c1cn(-c2ccccc2)nc1-c1ccc2c(c1)OCCO2	1.4	20	19	0.8	2	-11	0.8	4	3
CCOC(=O)N1CCC(NC(=O)C2CCC(CNS(=O)(=O)c3ccc(OC)cc3)CC2)CC1 (stereo unspecified)	-0.43	0	5	1	5	-38	1	6	-19
Nc1nonc1/C(=N/O)N1CCN(CCO)CC1	-0.95	0	0	1	5	.	1	.	.
COc1ccc(-c2nn(-c3ccccc3)cc2C2CC(c3cccs3)=NN2C(=O)CCCC(=O)O)cc1 (stereo unspecified)	.	-6	8	0.9	7	-19	1.1	-13	-8
CC(=O)Nc1ccc(NC(=O)c2ccccc2F)cc1	-0.12	-7	-7	1.1	6	16	1.1	-22	-32
COc1ccccc1N1C(=O)CC(Sc2nc(C)cc(C)n2)C1=O (stereo unspecified)	0.068	-12	-8	1.1	4	.	1.1	.	.
CCC(OC(=O)CC1Sc2ccccc2NC1=O)C(=O)NCC1CCCO1 (stereo unspecified)	-0.94	30	39	0.6	3	.	0.7	.	-29
O=C(Nc1ccc(CCC(=O)N2CCCC2)cc1)c1ncn[nH]1	0.22	6	4	1	2	-16	0.9	-21	-73
C/C(=N/NS(=O)(=O)c1ccc(C)cc1)c1cccc(NC(=O)c2cccc(Cl)c2)c1	-0.99	-3	3	1	.	7	1	-4	-74
CC(=O)Oc1ccc(N2C(=O)C3C4C=CC(O4)C3C2=O)cc1 (stereo unspecified)	-0.44	0	-11	1.1	9	.	1	.	.
CCOc1ccc(Cn2c(=O)oc3ccc(C)cc32)cc1OC	-0.59	64*	39	0.6	-1	4	0.4	-19	3
COC(=O)COc1cc(Br)c(/C=C2/SC(=O)N(CC(=O)N3CCCC3)C2=O)cc1OC	-0.032	-4	-29	1.3	.	6	1	-4	-25
Cc1c(NC(=O)C(C)N2CC(C)OC(C)C2)c(=O)n(-c2ccccc2)n1C (stereo unspecified)	-1.6	-8	-8	1.1	8	0	1.1	-2	-11
NC(=O)C1(N2CCCCC2)CCN(CC(=O)Nc2cc(Cl)ccc2Cl)CC1	0.78	34	-45	1.5	9	0	0.7	2	80*
O=C1CSC(c2ccccc2F)N1c1cc(Cl)ccc1O (stereo unspecified)	-0.4	84*	-34	1.3	5	-30	0.2	14	-16

Additional compounds follow:
SMILES	hDAT+cocaine	CYP2C19 inhib	CYP2C9 inh	CYP2C9 act	Calb biofilm kill	TNFa cytotox	CYP2C19 activ	VCAM1 TNFa inh	HUVEC tox IL1B
O=C(CCCOc1ccccc1)N1CCN(c2ccccn2)CC1	2.4	80*	69*	0.3	6	-23	0.2	0	-24
Cc1ccc(C)c(NC(=O)Cn2nnc(C(=O)Nc3c(C)cccc3C)c2N)c1	-0.35	2	0	1	11	-9	1	7	-6
Nc1ccn(-c2ccc(Cl)cc2)c(=O)c1	-1.2	3	3	1	-1	-6	1	4	-44
Cc1cc(C)c(S(=O)(=O)N2CCN(c3ccc([N+](=O)[O-])c(NCC4CCCO4)c3)CC2)c(C)c1 (stereo unspecified)	-0.22	36	56*	0.4	.	15	0.6	-1	18
CCN(CC)C(=O)CN1C(=O)COCC1=O	0.24	8	20	0.8	6	-4	0.9	11	8
CC(C)n1c(=S)[nH]c2ccccc21	-1.1	29	-202	3*	.	-1	0.7	-10	-3
CCOC(=O)c1cc(-c2ccccc2)n(CCC(=O)O)c1C	0.67	26	34	0.7	3	-15	0.7	2	5
CCOc1ccc(-c2cnc(SCC(N)=O)nc2N)cc1	1.1	-6	-3	1	9	-3	1.1	-3	-15
COc1cccc(C2c3c(-c4cc(Cl)c(C)cc4O)n[nH]c3C(=O)N2Cc2cccnc2)c1 (stereo unspecified)	-1.1	43	72*	0.3	7	-2	0.6	1	-21
CCn1c(SCc2ccc(C(=O)OC)o2)nc2sc3c(c2c1=O)CCCC3	0.41	21	49	0.5	3	-37	0.8	23	-16
Fc1cccc(CSc2nc3ncccc3[nH]2)c1	-0.7	46	29	0.7	6	0	0.5	17	-14
CCCOc1ccc(C(O)C(CN2CCOCC2)c2ccccc2)cc1 (stereo unspecified)	-0.025	21	14	0.9	5	-17	0.8	18	3
Cc1cc(Nc2nnnn2-c2ccccc2)n(-c2ccc(Cl)cc2)n1	-1.4	65*	32	0.7	-7	16	0.3	5	1
O=C(NCc1ccc(Cl)cc1)C1C2C=CC3(CN(Cc4cccnc4)C(=O)C13)O2 (stereo unspecified)	0.79	30	53*	0.5	1	-5	0.7	31	-4
Cc1cc(C)nc(SCC(=O)Nc2ccc(Br)cn2)n1	-1.1	81*	16	0.8	-2	12	0.2	-11	-2
CC(=O)C1=C(O)C(=O)N(c2ccc(C)cc2)C1c1ccccn1 (stereo unspecified)	0.19	.	.	.	3	.	.	3	3
